# rCAG binder: binders of r(CAG) RNA repeats, primary screen, biochemical, fluorescence. r(CAG) RNA repeat, TO-PRO-1 dye displacement fluorescence. inhibition, % at 3 µM. 370,000 tested, 1.3% active;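 active = inhibition above the plate cutoff, the mean of all test compounds on that plate plus 3 SD, cut at about 35% in these data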;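 note: 0% = DMSO alone and 100% = 100 µM mitoxantrone as full dye displacement; higher means more dye released from RNA so lower well fluorescence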
# NPR1 activator: GC-A stimulated cGMP production enhancers – HEK293 GC-A cells, cGMP TR-FRET, EC30 ANP, primary screen; 0% at EC30 ANP, 100% saturating ANP; activation, % at 10 µM; 370,000 tested, 0.14% active; AID 1671463, 2021; in the data active = activation above about 40%
# ADAM10 inh: human ADAM10 inhibitors, primary screen, biochemical, QFRET, HTS. Disintegrin and metalloproteinase domain-containing protein 10 (Homo sapiens), O14672. recombinant ADAM10, EDANS/DABCYL FRET peptide cleavage, 3 h. AID 720582, 2013. inhibition, % at 7 µM. 370,000 tested, 0.62% active;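 active = inhibition above a per-campaign cutoff equal to the mean of compounds falling between control-based bounds plus 3 SD, cut at about 20% in these data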;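 note: 0% = DMSO wells while the 100% control is not disclosed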
# Target sequence (O14672 214-748 limits assumed): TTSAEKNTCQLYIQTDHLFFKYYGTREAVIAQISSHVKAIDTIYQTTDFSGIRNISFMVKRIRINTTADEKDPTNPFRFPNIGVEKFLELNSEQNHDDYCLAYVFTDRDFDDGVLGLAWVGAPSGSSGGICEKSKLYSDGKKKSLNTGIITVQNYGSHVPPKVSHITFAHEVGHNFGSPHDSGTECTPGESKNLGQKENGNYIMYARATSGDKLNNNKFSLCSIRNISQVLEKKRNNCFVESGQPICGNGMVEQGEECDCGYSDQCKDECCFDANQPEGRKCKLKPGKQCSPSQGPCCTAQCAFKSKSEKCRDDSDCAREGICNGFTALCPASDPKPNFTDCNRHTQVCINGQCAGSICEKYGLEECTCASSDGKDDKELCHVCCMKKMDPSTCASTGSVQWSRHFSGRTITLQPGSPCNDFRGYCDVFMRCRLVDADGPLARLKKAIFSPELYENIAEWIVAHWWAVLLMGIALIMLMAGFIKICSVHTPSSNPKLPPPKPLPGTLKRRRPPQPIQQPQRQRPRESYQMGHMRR
# FXN GAA850 act: FXN promoter activators, primary screen, cell-based, luciferase luminescence, HEK293 lucGAA850 | HEK293 lucGAA850 FXN promoter luciferase reporter, 24 h; percent of 10 µM SAHA response | activation, % at 6 µM | 360,000 tested, 0.56% active | AID 540364, 2011;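 active = activation above the average of all compounds screened plus 3 SD, cutoff fixed separately per campaign, cut at about 7.5% in these data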;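 note: 0% = DMSO wells and 100% = 10 µM SAHA wells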
# proKLK7 act: proKLK7 zymogen activators, primary screen, biochemical, fluorescence intensity. Kallikrein-7 (Homo sapiens), P49862. purified proKLK7, EDANS-DABCYL substrate fluorescence; 100% is mature enzyme control, 0% vehicle. activation, % at 7 µM. 370,000 tested, 0.9% active. AID 652039, 2013;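 active = activation above the mean of all tested compounds plus 3 SD, computed per campaign excluding outliers beyond control limits, cut at about 13% in these data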
# sPLA2-III inh: human group III sPLA2 inhibitors, primary screen, biochemical, QFRET, BODIPY PC-A2 liposome substrate; inhibition, % at 12.2 µM; QFRET BODIPY PC-A2 liposome hydrolysis, fluorescence; 370,000 tested, 0.56% active; Group 3 secretory phospholipase A2 (Homo sapiens), Q9NZ20;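 active = inhibition above mean plus 3 SD of compounds lying within the high and low control bounds, cut at about 19% in these data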;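 note: 0% = median of test compound wells and 100% = no enzyme DMSO wells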
# Tn6 DDE FP: inhibitors of Tn6 peptide binding to fibrin DD(E), primary screen, biochemical, fluorescence polarization, human fibrin, Tn6 probe; Fibrinogen beta chain (Homo sapiens), P02675; Fibrin DD(E) TRITC-Tn6 fluorescence polarization displacement; inhibition, % at 8.3 µM; 370,000 tested, 0.21% active;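 active = inhibition above a per-campaign cutoff: mean of compounds within control limits plus 3 SD, cut at about 15% in these data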;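 note: 0% = median of all compound wells on the plate and 100% = blocking peptide control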
# Target sequence (P02675 whole entry, looked up): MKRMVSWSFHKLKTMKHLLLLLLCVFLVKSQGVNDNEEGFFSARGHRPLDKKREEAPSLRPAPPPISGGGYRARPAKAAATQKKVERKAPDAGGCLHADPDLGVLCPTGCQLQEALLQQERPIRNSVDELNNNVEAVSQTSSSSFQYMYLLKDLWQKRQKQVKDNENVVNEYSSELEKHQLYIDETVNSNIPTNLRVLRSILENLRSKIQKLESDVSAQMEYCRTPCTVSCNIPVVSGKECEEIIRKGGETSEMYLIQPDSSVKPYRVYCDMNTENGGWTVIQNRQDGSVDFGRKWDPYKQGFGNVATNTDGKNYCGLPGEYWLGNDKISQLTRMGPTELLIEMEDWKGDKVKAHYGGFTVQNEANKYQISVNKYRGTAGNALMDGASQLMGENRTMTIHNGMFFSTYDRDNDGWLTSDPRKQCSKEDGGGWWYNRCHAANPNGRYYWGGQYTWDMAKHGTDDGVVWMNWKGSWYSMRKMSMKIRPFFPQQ
# NPR2 activator: human GC-B receptor activators, primary screen, HEK293 GC-B cells, cGMP TR-FRET, EC30 CNP. 370,000 tested, 0.11% active. activation, % at 10 µM. 0% at EC30 CNP, 100% saturating CNP;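 active = activation at 10 µM reaching about 35% in either raw or pattern-adjusted values, limit read from the data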
# ASAP1 GAP inh: inhibitors of human ASAP1 ArfGAP activity, primary screen, biochemical, fluorescence polarization. Arf-GAP with SH3 domain, ANK repeat and PH domain-containing protein 1 (Homo sapiens), …. ASAP1-stimulated ARF1 GTP hydrolysis, GDP FP detection. inhibition, % at 16.5 µM. 360,000 tested, 0.19% active. AID 624377, 2012; in the data active = inhibition above about 25%;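 note: 0% = vehicle with enzyme and substrate and 100% = no enzyme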
# ARFGAP1 inh: inhibitors of rat ARFGAP1 GAP activity, primary screen, biochemical, fluorescence polarization, GDP tracer. Arfgap1-stimulated ARF1 GTP hydrolysis, GDP FP detection. inhibition, % at 16.5 µM. 360,000 tested, 0.26% active. AID 651572, 2012;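 active = inhibition above a per-plate limit, mean inhibition of low control wells plus 3 SD, cut at about 25% in these data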;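 note: 0% = DMSO wells with enzyme and 100% = wells lacking Arfgap1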
#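 Replicates: Single well per compound | Assay system: Truncated rat Arfgap1 GAP domain | Control set: No-Arfgap1 wells (100%) versus DMSO full-reaction wells (0%) | Times: Enzyme reaction 120 min at 25 °C after 20 min preincubation | Reagent: Human ARF1(Δ1-17)-GTP substrate | Measured by: Tracer-displacement fluorescence polarization with EDTA stop, 620/688 nm | Measure: Percent inhibition of Arfgap1-stimulated GTP hydrolysis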
# Numbers without * were called inactive; nt = not tested or not shown.
SMILES,rCAG binder,NPR1 activator,ADAM10 inh,FXN GAA850 act,proKLK7 act,sPLA2-III inh,Tn6 DDE FP,NPR2 activator,ASAP1 GAP inh,ARFGAP1 inh
Cc1ccc2[nH]c(C(=O)NCCN3CCCC3)cc2c1,4,-6,-43,1.6,1.7,-2,1,1,5,-7
Cc1cc2[nH]c(=O)c(=O)[nH]c2cc1S(=O)(=O)Nc1cccc(Cl)c1,8,5,-13,2.7,0.4,-7,-3,-1,10,-5
CCC[C@H]1[C@@H](NC(=O)NCC)CC[C@@]23CCCN2C(=O)CCC[C@@H]13,nt,-1,3,nt,nt,1,3,0,nt,nt
CCOc1ccccc1N1CCN(C(=O)CNC(=O)c2sc3ccccc3c2Cl)CC1,3,1,1,1.0,-0.2,-1,4,2,6,0
CCCCc1cc(=O)oc2cc(OCC(=O)NCCN3CCOCC3)ccc12,-4,-3,-42,3.2,0.1,-2,1,-3,4,-2
CCOc1ccc2oc(=O)cc(CN3CCN(C(=O)c4ccco4)CC3)c2c1,0,-3,-43,2.6,0.7,4,-1,-5,11,0
Cc1ccc(C)c(S(=O)(=O)N2CCCC2CNC(=O)C(=O)NCc2ccccc2)c1 (stereo not given),-6,-1,-1,-1.0,0.5,-4,4,-1,10,-7
C[C@H](CO)N1C[C@H](C)[C@@H](CN(C)CC2CC2)OCc2cnnn2CCCC1=O,0,-2,-2,-0.7,0.8,3,-1,3,2,10
CNC[C@@H]1OCc2ccccc2-c2ccccc2C(=O)N([C@@H](C)CO)C[C@@H]1C,3,1,-9,-6.1,0.7,8,-1,-3,6,-5
CC(C)NC(=O)c1sc2nc3c(c(-c4cccs4)c2c1N)CN(C)CC3,12,-8,-107,0.5,-1.8,2,4,-8,1,13
Cc1cc(C)n2nc(C(=O)N3CCCC(CNS(=O)(=O)c4cccs4)C3)cc2n1 (stereo not given),-1,4,-54,2.3,0.1,-6,-8,0,4,10
Cc1c(-n2c(SCC(=O)N(C)C3CCS(=O)(=O)C3)nc3ccccc3c2=O)c(=O)n(-c2ccccc2)n1C (stereo not given),1,5,-2,0.7,0.2,2,5,9,8,11
Cc1noc(C)c1C(=O)N1CCC1(C)C(=O)NS(=O)(=O)Cc1cccc(Cl)c1 (stereo not given),2,-2,5,0.2,-0.4,-3,0,2,14,-13
CCN(C(=O)COC(=O)CNC(=O)c1ccc(Cl)cc1Cl)c1c(N)n(Cc2ccccc2)c(=O)[nH]c1=O,2,4,-2,0.9,-0.2,1,1,2,0,-4
CCn1cc([N+](=O)[O-])c(C(=O)NCc2ccc(Cl)cc2)n1,-3,1,2,0.1,-0.2,3,-2,2,-2,2
COc1ccc(OCC(=O)Nc2ccc(S(=O)(=O)Nc3nc(C)cc(C)n3)cc2)cc1,6,-2,-3,1.4,-0.5,-11,1,-4,-12,-7
CCCn1nnnc1NCc1cccn1C,3,3,3,-0.6,0.5,-6,-5,5,-1,3
CN(C)c1ccc(C(=O)OCC(=O)c2cccs2)cc1,4,8,1,7.1,-0.1,-4,0,7,4,-5
CC(C)(Oc1ccc(Cl)cc1)C(=O)N/N=C/c1cn[nH]c1-c1ccccc1,7,-1,8,-3.8,0.0,-9,-8,-7,10,-4
Cc1ccc(S(=O)(=O)NCCC(=O)NNC(=O)C2COc3ccccc3O2)cc1 (stereo not given),0,2,-1,-0.1,-0.7,0,9,4,2,-15
O=C1OCCN1C(=O)[C@H]1[C@H](c2ccc([N+](=O)[O-])cc2)C(c2cccc(Cl)c2)=NN1c1ccc(Br)cc1,14,1,24*,-1.1,0.6,-17,1,-6,12,14
O=C(OCc1c(Cl)cccc1Cl)c1cnccn1,-4,1,2,1.0,0.3,1,3,-1,5,-13
COC(=O)C1CSC(C(=O)OC)N1C(=O)Nc1c(C)cccc1C (stereo not given),-1,2,-9,-0.2,0.3,1,2,5,-8,2
COc1cccc(CN(C)C(=O)COc2ccc(C(=O)c3ccc(Cl)cc3)cc2)c1OC,4,0,2,-1.2,0.6,-13,7,-5,-8,11
CCCCn1c(SCC(=O)NC2CC2)nnc1-c1ccncc1,2,-2,4,-0.6,-0.9,-4,-2,0,-9,6
Cc1nnc(SCC(=O)NC2CCS(=O)(=O)C2)n1Cc1ccccc1 (stereo not given),-2,-4,3,2.1,-0.4,3,-3,0,-6,6
CC(c1c[nH]c2ccccc12)c1c(-c2ccccc2)n(C)c2ccccc12 (stereo not given),9,-3,-18,nt,-7.3,-21,-7,-5,nt,nt
CCN(CC)C(=O)CC[C@H]1CC[C@]2(CCCN(C(=O)c3ccco3)C2)O1,0,5,-10,nt,0.2,6,3,0,nt,nt
CCOC(=O)NC(NC(=O)OCC)C(=O)c1ccccc1,-1,-1,4,-0.1,-0.1,0,0,4,2,-1
CC(=O)c1cccc([N+](=O)[O-])c1,2,2,-2,-0.3,0.1,3,2,-10,12,0
COc1cc(/C=N/NC(=O)c2cc(O)cc(O)c2)ccc1OC(=O)c1ccccc1,24,0,10,-0.6,0.0,-17,-20,-1,-3,14
COc1cccc(NC(=O)CN2C(=O)NC(C)(CC(C)C)C2=O)c1 (stereo not given),-1,-2,-3,1.7,0.2,-2,7,0,-1,1
O=C(NCc1ccccc1Cl)c1ccc(S(=O)(=O)Nc2cccc(C(F)(F)F)c2)cc1,30,-6,12,0.6,-0.1,-37,6,7,11,14
O=C(Nc1ccc(Br)cc1)C1Cc2ccccc2O/C1=N\O (stereo not given),1,2,-3,5.5,0.3,-3,3,-2,5,-2
O=C1CCC(C(=O)N2CCCCO2)CN1Cc1cccc(F)c1 (stereo not given),-2,2,-1,0.5,0.2,0,6,-2,-3,0
O=C(CN1C(=O)S/C(=C\c2cccc(Cl)c2)C1=O)NCCCn1ccnc1,4,-7,5,0.7,-0.2,-10,-6,-5,5,13
O=C(NCCCN1CCOCC1)c1ccc2nc(Cc3ccccc3F)oc2c1,-6,0,-3,1.6,0.3,0,0,0,3,-2
CCCCCCCCCC(=O)N/N=C/c1ccc(C)s1,1,2,16,1.1,-0.3,5,-7,-2,-6,-6
COc1cc(O)c(C(CCN2CCCC2)c2cc(OC)c(OC)c(OC)c2)c(OC)c1 (stereo not given),6,-5,2,-1.5,-0.5,1,3,-2,-9,1
Fc1cc(F)c(C2SCCN2C(=S)Nc2cccc(C(F)(F)F)c2)c(F)c1 (stereo not given),5,-1,12,0.2,0.0,1,0,-5,1,-4
COc1ccc(NC(=O)c2ccc(CN3CCc4ccccc4C3)cc2)cc1OC,-3,0,-10,-2.0,0.1,-5,2,-4,-3,4
COc1ccc(-c2noc(CCCC(=O)NC3CCCCC3)n2)cc1,-1,1,3,-3.7,0.2,-6,2,-2,4,8
CN(C)/C=N/C(=S)Nc1ccc(F)cc1,-1,1,3,1.7,0.3,6,7,2,-12,1
Cc1nn(Cc2ccccc2)c(Cl)c1C(=O)NCc1ccc(C)n1C,8,-1,8,-0.9,-0.5,-11,-4,-7,-3,-3
COc1cccc(CNC(=O)CN2C(=O)c3ccccc3S2(=O)=O)c1,0,-2,-4,-0.6,0.6,0,3,2,8,-4

# Shown bar-delimited: entries from further up
SMILES | rCAG binder | NPR1 activator | ADAM10 inh | FXN GAA850 act | proKLK7 act | sPLA2-III inh | Tn6 DDE FP | NPR2 activator | ASAP1 GAP inh | ARFGAP1 inh
COc1cccc(NC(=O)CN2C(=O)NC(C)(CC(C)C)C2=O)c1 (stereo not given) | -1 | -2 | -3 | 1.7 | 0.2 | -2 | 7 | 0 | -1 | 1
COc1cc(O)c(C(CCN2CCCC2)c2cc(OC)c(OC)c(OC)c2)c(OC)c1 (stereo not given) | 6 | -5 | 2 | -1.5 | -0.5 | 1 | 3 | -2 | -9 | 1

# (more compounds)
SMILES,rCAG binder,NPR1 activator,ADAM10 inh,FXN GAA850 act,proKLK7 act,sPLA2-III inh,Tn6 DDE FP,NPR2 activator,ASAP1 GAP inh,ARFGAP1 inh
O=C1C2CCCCN2C(=O)N1CCCCN1CCN(c2ccccc2Oc2ccccc2)CC1 (stereo not given),-6,4,3,0.1,0.2,-10,-1,-4,1,4
CCO[C@H]1OC(C(=O)N2CCN(Cc3ccccc3)CC2)=C[C@@H](c2coc3ccccc3c2=O)[C@@H]1CCCO,-8,2,8,-3.4,0.8,0,-1,2,-6,-3
Cc1ccc(NC(=S)NC(=O)c2ccc(-c3ccccc3)cc2)c(C)c1,8,-2,4,0.3,0.4,3,1,9,5,-6
COc1cccc(-c2nc(CS(=O)(=O)CC(=O)N3CCN(c4ccccn4)CC3)c(C)o2)c1,1,-5,-1,1.2,-0.1,-18,-4,0,4,-13
Cc1cc(C(C#N)c2ccc(Cl)cc2)c(Cl)cc1NC(=O)c1cc(I)cc(I)c1O (stereo not given),73*,0,0,3.9,-0.3,-26,-1,2,18,13
Cc1c(C(=O)OCC(=O)N(C)CC(=O)Nc2ccc(F)cc2)oc2ccccc12,1,2,-1,0.7,0.6,-2,-1,-2,1,-14

# Compounds shown so far with an aryl methoxy group, in the order listed:
SMILES,rCAG binder,NPR1 activator,ADAM10 inh,FXN GAA850 act,proKLK7 act,sPLA2-III inh,Tn6 DDE FP,NPR2 activator,ASAP1 GAP inh,ARFGAP1 inh
COc1ccc(OCC(=O)Nc2ccc(S(=O)(=O)Nc3nc(C)cc(C)n3)cc2)cc1,6,-2,-3,1.4,-0.5,-11,1,-4,-12,-7
COc1cccc(CN(C)C(=O)COc2ccc(C(=O)c3ccc(Cl)cc3)cc2)c1OC,4,0,2,-1.2,0.6,-13,7,-5,-8,11
COc1cc(/C=N/NC(=O)c2cc(O)cc(O)c2)ccc1OC(=O)c1ccccc1,24,0,10,-0.6,0.0,-17,-20,-1,-3,14
COc1cccc(NC(=O)CN2C(=O)NC(C)(CC(C)C)C2=O)c1 (stereo not given),-1,-2,-3,1.7,0.2,-2,7,0,-1,1
COc1cc(O)c(C(CCN2CCCC2)c2cc(OC)c(OC)c(OC)c2)c(OC)c1 (stereo not given),6,-5,2,-1.5,-0.5,1,3,-2,-9,1
COc1ccc(NC(=O)c2ccc(CN3CCc4ccccc4C3)cc2)cc1OC,-3,0,-10,-2.0,0.1,-5,2,-4,-3,4
COc1ccc(-c2noc(CCCC(=O)NC3CCCCC3)n2)cc1,-1,1,3,-3.7,0.2,-6,2,-2,4,8
COc1cccc(CNC(=O)CN2C(=O)c3ccccc3S2(=O)=O)c1,0,-2,-4,-0.6,0.6,0,3,2,8,-4
COc1cccc(-c2nc(CS(=O)(=O)CC(=O)N3CCN(c4ccccn4)CC3)c(C)o2)c1,1,-5,-1,1.2,-0.1,-18,-4,0,4,-13

# From PubChem BioAssay
